Screening data from PubChem.
HEK293 tox = kills HEK 293 cells. Potency, µM (titrated, usually from 115 µM), inactives show at the highest dose activity change, negative = cytotoxicity, usual class: inhibitors. AID 1345083. HEK 293 viability, ATP luminescence (CellTiter-Glo), 48-72 h. actives 6.6% (n = 94,000); also: potency is read from the fitted curve at half-maximal effect; nearly all actives have a fitted effect of over 60% in size
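Cells seeded first (HEK 293, 250 cells/well), then compound added by pintool. Incubation ran 48 or 72 hr at 37 degree Celsius. CellTiter-Glo was added and luminescence imaged after 10 min at room temperature.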
HEK293 viab = reduces viability of HEK-293 SNCA reporter cells | Potency, µM (series often up to 57.1 µM), inactives show top-dose activity change, negative = cytotoxicity, usual class: cytotoxic | actives 0.12% (n = 150,000) | HEK-293-SNCA-luc viability, GF-AFC fluorescence, 24 h | AID 1671193;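 also: potency is read from the fitted curve at half-maximal effect; 0% = DMSO-treated cells and -100% = medium-only wells without cells; nearly all actives have a fitted effect of over 30% in size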
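Cytotoxicity counterscreen: after 24 h compound treatment of genome-edited SNCA-luciferase HEK-293 cells, live-cell protease substrate GF-AFC read by fluorescence after 30 min; activity scaled between DMSO (0%) and medium-only (-100%), curves Hill-fitted.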
IP6K1 inhibitor = inhibitors of human IP6K1 | actives 0.81% (n = 140,000) | IP6K1 kinase, ADP-Glo luminescence, 2 h; stronger effect = lower value | activity change, % (series mostly up to about 58 µM); in the data active = activity change below about -25%
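ADP-Glo luminescence measures ADP made by human IP6K1 during a 2 h RT reaction with ATP/IP6 (mix at 1.3 mM/130 uM); top library doses 57.5 and 19.1 uM final.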
SNCA expr inh = SNCA gene expression inhibition; HEK-293 SNCA-luciferase knock-in, luminescence, 24 h; Potency, µM (highest dose often 57.2 µM), for inactives: at the highest dose activity change, negative = inhibition, actives largely listed as inhibitors; actives 0.17% (n = 140,000); AID 1671194;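 also: potency is read from the fitted curve at half-maximal effect; plate controls were DMSO cells for no effect and cell-free wells for full effect; nearly all actives have a fitted effect of over 45% in size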
GPT2 inh = GPT2 alanine aminotransferase inhibition. Recombinant GPT2, coupled pyruvate oxidase/HRP Amplex Red fluorescence. actives 0.25% (n = 100,000). AID 1671188. Potency, µM (top dose mostly 57.7 µM), for inactives: top-dose activity change, negative = inhibition, most hits filed as inhibitors; also: potency is read from the fitted curve at half-maximal effect; nearly all actives have a fitted effect of over 60% in size; many of its hits are not listed in these tables
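Recombinant GPT2 (10ng/uL) with 250uM a-KG and 2mM L-alanine, 30 min at room temperature, in HEPES pH 7.5 buffer. Pyruvate detected by pyruvate oxidase/HRP/Amplex Red fluorescence after 30 min in the dark; AOA (50uM) as positive control.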
3T3 cytotox = kills NIH 3T3 cells; AID 1345082; Potency, µM (series often up to 96.7 µM), without a hit: at the top dose activity change, negative = cytotoxicity, usual class: inhibitors; actives 4.3% (n = 94,000); NIH 3T3 viability, CellTiter-Glo ATP luminescence, 48-72 h; also: potency is read from the fitted curve at half-maximal effect; nearly all actives have a fitted effect of over 55% in size
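Mouse fibroblast NIH 3T3 cells, 400 per well, received compound via pintool and were incubated for 48 or 72 hr prior to CellTiter-Glo ATP luminescence measurement.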
FLuc inh = Photinus pyralis luciferase inhibition. purified P. pyralis luciferase, luminescence, biochemical. Potency, µM (highest dose often 115 µM), for inactives: at the top dose activity change, negative = inhibition, actives largely listed as inhibitors. actives 2.5% (n = 76,000). AID 1347043; also: potency is read from the fitted curve at half-maximal effect; nearly all actives have a fitted effect of over 65% in size
Target sequence (P08659 whole entry, looked up): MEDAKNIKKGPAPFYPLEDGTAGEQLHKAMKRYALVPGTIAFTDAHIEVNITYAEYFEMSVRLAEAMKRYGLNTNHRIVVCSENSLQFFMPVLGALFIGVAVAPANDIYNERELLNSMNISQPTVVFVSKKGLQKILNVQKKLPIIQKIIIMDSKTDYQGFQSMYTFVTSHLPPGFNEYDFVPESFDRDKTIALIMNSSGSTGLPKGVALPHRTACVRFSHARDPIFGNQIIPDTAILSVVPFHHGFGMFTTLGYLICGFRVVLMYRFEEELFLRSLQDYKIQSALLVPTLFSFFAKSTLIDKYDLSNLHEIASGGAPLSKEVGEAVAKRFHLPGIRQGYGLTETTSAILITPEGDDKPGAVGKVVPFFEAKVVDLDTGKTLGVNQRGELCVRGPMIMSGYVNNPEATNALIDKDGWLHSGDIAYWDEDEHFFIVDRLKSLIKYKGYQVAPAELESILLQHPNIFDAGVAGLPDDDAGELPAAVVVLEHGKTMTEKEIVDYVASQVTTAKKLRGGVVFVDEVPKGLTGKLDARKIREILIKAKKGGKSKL
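Inhibitors were tested against purified firefly luciferase in a biochemical, low-substrate format (both substrates at 10uM) and luminescence measured with a CCD imager.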
Numbers without * were called inactive; i = inactive; ? = inconclusive; / = no result given; [ ] = dose if it differs, or a comment. Unless noted, calls follow the shape of the dose curve; as a rule, active = well fitted curve in the direction sought with a large enough effect; inconclusive = small, poorly fitted or top-dose-only effect, or another doubt; inactive = no such curve, though single readings can be large; an effect the other way counts as inactive or inconclusive. Unless noted, % is scaled to controls: 0 for no effect and ±100 for the full control effect.

Letter code – A = HEK293 tox; B = HEK293 viab; C = IP6K1 inhibitor; D = SNCA expr inh; E = GPT2 inh; F = 3T3 cytotox; G = FLuc inh
CC[C@H](C)/C=C(C)/C=C/C1=CC2=C(Cl)C(=O)[C@](C)(O)[C@H](OC(C)=O)[C@H]2CO1
  A: /	B: 14.9%	C: 7.7	D: /	E: ?	F: /	G: /

CC1CCCCN1C(=O)CSc1nnc(-c2cccc(Cl)c2)o1 (stereo not drawn)
  A: /	B: -0.2%	C: -5.1	D: 104.6%[activator]	E: /	F: /	G: /

CC(C)NC(=O)C1COC2(CCN(C(=O)c3ccc(F)cc3F)CC2)N1C(=O)c1ccc(F)cc1 (stereo not drawn)
  A: i	B: 6.4%	C: 3.2	D: 24.0%	E: -8.2%	F: i	G: 0.6%

NC(=O)COc1cccc(CN2CCN(c3ccc(F)cc3F)CC2)c1
  A: ?	B: -3.9%	C: -6.1	D: 18.6%	E: i	F: ?	G: 8.6%

CCc1ccccc1S(=O)(=O)Cc1ccc(C(=O)NCc2ccc(Cl)cc2)o1
  A: /	B: -28.7%	C: 15.3	D: -26.8%	E: /	F: /	G: /

Cc1ccc(Cn2ccnc2SCC(=O)NCc2ccc(F)cc2)cc1
  A: /	B: -3.9%	C: -8.6	D: -24.5%	E: /	F: /	G: /

Cc1ccc(NC(=O)c2ccc(C)c(S(=O)(=O)N3CCCCCC3)c2)cc1
  A: /	B: 3.8%	C: -1.9	D: 38.6%	E: /	F: /	G: /

CN(C)S(=O)(=O)N1C[C@@H]2CC[C@H](C1)N(C(=O)CCn1cnnn1)C2
  A: -18.4%	B: 4.6%	C: 17.0	D: -6.3%	E: i	F: -2.6%	G: 9.1%

CN1CCN(C(=O)c2ccnc(-c3nnc4ccc(N(C)C)nn34)c2)CC1
  A: -9.0%[172 µM]	B: 1.8%[87.6 µM]	C: -11.0	D: -25.3%[87.6 µM]	E: 1.2%[88.5 µM]	F: ?	G: -6.3%[172 µM]

Cc1ccc(-c2noc([C@@](C)(N)Cc3ccccc3)n2)nn1
  A: i	B: 5.7%	C: -17.0	D: -6.9%	E: -7.1%	F: 4.9%	G: -0.6%

COCCN1CCC(C(=O)Nc2ccc(Oc3ccccc3F)cc2)CC1
  A: 50.1µM*	B: 0.0%	C: 1.7	D: -0.8%	E: i	F: ?	G: -15.0%

NC(=O)CCC[C@@H]1[C@H]2CCCN3CCC[C@@H](CN1Cc1ccccc1)[C@@H]23
  A: -5.6%	B: -1.2%	C: -1.7	D: 5.6%	E: i	F: i	G: 2.7%

c1ccc([C@@H]2C[C@H]2c2nc(C3CCOCC3)n[nH]2)cc1
  A: -0.6%	B: -18.6%	C: 2.1	D: 11.2%	E: 3.6%	F: 4.8%	G: -11.1%

CCCCNC(=O)CCCN1C(=O)CCn2nc(-c3cccn3C)cc21
  A: /	B: 0.6%	C: 1.0	D: 14.7%	E: /	F: /	G: /

CCn1c2c(c(=O)n1-c1ccccc1)CCN(C(=O)c1cccc(N(C)C)c1)C2
  A: -13.4%[172 µM]	B: -3.4%[87.6 µM]	C: -4.1	D: 16.5%[87.6 µM]	E: -0.8%[88.5 µM]	F: ?	G: -29.0%[172 µM]

O=[S+]([O-])(c1cccc(C(F)(F)F)c1)N1CCCC2(CC(c3ccccc3)=NO2)C1 (stereo not drawn)
  A: ?	B: 10.0%	C: -1.4	D: 2.1%	E: i	F: -24.9%	G: /

CC(=O)Nc1c(C)nn(-c2ccccc2)c1N1CCC(C(=O)Nc2ccc(F)cc2Cl)CC1
  A: /	B: -1.9%	C: 2.2	D: 13.9%	E: /	F: /	G: /

COC[C@@H]1CN(S(=O)(=O)c2ccccc2F)C[C@H]1c1ccncc1
  A: -12.4%	B: -12.2%	C: -10.2	D: -2.5%	E: 0.5%	F: -15.1%	G: 0.4%

COc1ccccc1OCC(=O)Nc1c(C(=O)c2ccc(F)cc2)oc2ccccc12
  A: /	B: 25.4%	C: -5.6	D: 5.0%	E: /	F: /	G: /

CCC(CC)C(=O)NC[C@@H]1C=C(C)[C@H](Cc2nc3ccc(C)cc3[nH]2)C[C@H]1C(C)C
  A: 63.1µM*	B: ?	C: -3.8	D: ?	E: i	F: ?	G: 0.2%[172 µM]

CN(C)C(=O)N1CCN(Cc2ccccc2-c2ccccc2F)CC1
  A: ?	B: -0.6%[12.5 µM]	C: 0.6	D: 1.8%	E: -1.8%	F: ?	G: /

CCOCC(O)COc1ccc(NC(=O)CC[S+](C)C)cc1 (stereo not drawn)
  A: /	B: 2.7%	C: -4.4	D: 12.1%	E: 1.5%	F: /	G: /

CCc1noc(-c2ccn3c(CNC(=O)c4ccoc4)nnc3c2)n1
  A: 4.1%	B: 4.1%	C: -1.5	D: 4.1%	E: i	F: -10.0%	G: 3.0%

COc1cccc(C(=O)N2CC(=O)N(CCOc3ccccc3)CC(O)C2)c1 (stereo not drawn)
  A: ?	B: /	C: -3.7	D: /	E: /	F: -24.9%	G: /

Cc1noc(-c2ccc(OC3CN(C(=O)Nc4cccc(F)c4)C3)cc2)n1
  A: ?	B: -12.9%	C: 13.2	D: -14.1%	E: i	F: ?	G: -14.8%

More compounds follow.
Letter code – A = HEK293 tox; B = HEK293 viab; C = IP6K1 inhibitor; D = SNCA expr inh; E = GPT2 inh; F = 3T3 cytotox; G = FLuc inh
CN(C)c1ccc(CN[C@H]2C[C@H]3C(=O)NC[C@@H](CCC(=O)N4CCCC4)N3C2)cc1
  A: -2.2%[172 µM]	B: 2.9%[87.6 µM]	C: -11.3	D: 8.8%[87.6 µM]	E: i	F: -1.8%[138 µM]	G: -17.1%[172 µM]

Cn1c(CCNC(=O)CCc2ccc3c(c2)CN(C(=O)C2CC2)CCO3)nc2ccccc21
  A: -4.7%	B: 4.8%[12.5 µM]	C: -2.0	D: 36.8%[activator]	E: i	F: ?	G: 6.0%

FC(F)(F)c1ccc2nc([C@H]3CCN(Cc4ccccn4)C3)[nH]c2c1
  A: 44.7µM*	B: -1.5%[87.6 µM]	C: 16.4	D: 99.6%[activator][87.6 µM]	E: -8.9%[88.5 µM]	F: ?	G: ?

CN1CCC(N[C@@H]2CO[C@H](CNC(=O)c3cccs3)[C@H]2O)CC1
  A: i	B: 1.4%[87.6 µM]	C: 3.5	D: -13.4%[87.6 µM]	E: -1.3%[88.5 µM]	F: i	G: -1.8%[172 µM]

CC(C)c1ccc(N2CC(C(=O)NCc3cncn3C3CC3)CC2=O)cc1 (stereo not drawn)
  A: i	B: 3.4%	C: 21.9	D: 11.0%	E: i[11.5 µM]	F: -3.6%	G: 2.6%

Ordered by count of non-hydrogen atoms (smallest number first): part of the list above
Letter code – A = HEK293 tox; B = HEK293 viab; C = IP6K1 inhibitor; D = SNCA expr inh; E = GPT2 inh; F = 3T3 cytotox; G = FLuc inh
CCOCC(O)COc1ccc(NC(=O)CC[S+](C)C)cc1 (stereo not drawn)
  A: /	B: 2.7%	C: -4.4	D: 12.1%	E: 1.5%	F: /	G: /

CN1CCC(N[C@@H]2CO[C@H](CNC(=O)c3cccs3)[C@H]2O)CC1
  A: i	B: 1.4%[87.6 µM]	C: 3.5	D: -13.4%[87.6 µM]	E: -1.3%[88.5 µM]	F: i	G: -1.8%[172 µM]

COC[C@@H]1CN(S(=O)(=O)c2ccccc2F)C[C@H]1c1ccncc1
  A: -12.4%	B: -12.2%	C: -10.2	D: -2.5%	E: 0.5%	F: -15.1%	G: 0.4%

FC(F)(F)c1ccc2nc([C@H]3CCN(Cc4ccccn4)C3)[nH]c2c1
  A: 44.7µM*	B: -1.5%[87.6 µM]	C: 16.4	D: 99.6%[activator][87.6 µM]	E: -8.9%[88.5 µM]	F: ?	G: ?

CC(C)c1ccc(N2CC(C(=O)NCc3cncn3C3CC3)CC2=O)cc1 (stereo not drawn)
  A: i	B: 3.4%	C: 21.9	D: 11.0%	E: i[11.5 µM]	F: -3.6%	G: 2.6%

COc1cccc(C(=O)N2CC(=O)N(CCOc3ccccc3)CC(O)C2)c1 (stereo not drawn)
  A: ?	B: /	C: -3.7	D: /	E: /	F: -24.9%	G: /

CCC(CC)C(=O)NC[C@@H]1C=C(C)[C@H](Cc2nc3ccc(C)cc3[nH]2)C[C@H]1C(C)C
  A: 63.1µM*	B: ?	C: -3.8	D: ?	E: i	F: ?	G: 0.2%[172 µM]

COc1ccccc1OCC(=O)Nc1c(C(=O)c2ccc(F)cc2)oc2ccccc12
  A: /	B: 25.4%	C: -5.6	D: 5.0%	E: /	F: /	G: /

Cn1c(CCNC(=O)CCc2ccc3c(c2)CN(C(=O)C2CC2)CCO3)nc2ccccc21
  A: -4.7%	B: 4.8%[12.5 µM]	C: -2.0	D: 36.8%[activator]	E: i	F: ?	G: 6.0%

The list is partial; rates above refer to the full screens.
